# Abeta yeast res = compounds reversing amyloid beta toxicity in yeast | yeast expressing A-beta42, growth rescue, OD600, 48 h; response scale: 0% DMSO, 100% iron-clioquinol control | 0.063% of 410,000 active | Potency, µM (highest dose often 46.1 µM), for the others: at the highest dose growth rescue, actives largely listed as activators; note: potency is the fitted concentration of half-maximal effect; nearly all actives have a fitted effect of over 55% in size
#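 Growth rescue measured by 600 nm absorbance after 48 h yeast culture at 30 C with compound. Values normalized between DMSO and an equimolar ferric chloride plus clioquinol control.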
# A549 viability = kills or reduces viability of A549 cells in Nrf2 counter-screen. A549 ARE-Fluc cells, CellTiter-Fluor viability, 18-24 h. Potency, µM (doses to about 46 µM), for the others: at the top dose activity change, negative = cytotoxicity, usual class: inhibitors. 0.16% of 390,000 active. AID 504648; note: potency is the fitted concentration of half-maximal effect; % is set by controls: 0 for no effect and ±100 for the full control effect
#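 A549 ARE_Fluc cells in 5% FBS OPTI-MEM were exposed to compounds in concentration-response for 18-24 h at 37 deg C. Viability was read by CellTiter-Fluor fluorescence (Ex 405/Em 525) after 30 min, before the luciferase read.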
# Nrf2 inh = Nrf2 pathway inhibition; 2.1% of 360,000 active; Potency, µM (highest dose often 46 µM), for inactives: top-dose activity change, negative = inhibition, usual class: inhibitors; A549 ARE-Fluc reporter, luciferase luminescence, 18-24 h; note: potency is the fitted concentration of half-maximal effect; % is set by controls: 0 for no effect and ±100 for the full control effect; nearly all actives have a fitted effect of over 60% in size
#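 A549 ARE_Fluc cells, 5000/well, 5% FBS OPTI-MEM; compounds in dose-response, 18-24 h at 37 °C/5% CO2; CellTiter-Fluor viability read (Ex 405/Em 525), then BugLite luciferase luminescence = Nrf2 activity.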
# HepG2 viability = HepG2 cytotoxicity, counter-screen for TGF-b inhibitors; HepG2 CAGA-GFP viability, ATP luminescence, 18 h; 0.76% of 410,000 active; AID 588856; Potency, µM (series often up to 46.1 µM), for the others: at the top dose activity change, negative = cytotoxicity, hits mostly cytotoxic; note: potency is the fitted concentration of half-maximal effect; some results filed as inactive show a strong effect at the top dose
#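 HepG2 CAGA-GFP cells (1000/well, DMEM with 1% FBS) received compound, then TGF-beta at 500 pg/mL final, and were incubated 18 hours at 37 degrees C. Viability was read by CellTiter-Glo luminescence. Media-only wells were set as complete cell-killing and DMSO as no toxicity.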
# TGFb SMAD3 inh = blocks TGF-b signaling. HepG2 CAGA-GFP TGF-b/SMAD3 reporter, GFP fluorescence, 18 h; TGF-beta stimulated, 500 pg/mL final. Potency, µM (doses to about 46.1 µM), for inactives: at the top dose activity, negative = inhibition, most hits filed as inhibitors. 1.2% of 410,000 active; note: potency is the fitted concentration of half-maximal effect; % is set by controls: 0 for no effect and ±100 for the full control effect; nearly all actives have a fitted effect of over 65% in size
#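 First, reporter cells (HEPG2 CAGA-GFP) rested 2 h at 37 degrees C. Next, compounds were pinned in and TGF-beta added to 500 pg/mL final. After 18 h, GFP was imaged per cell and summed per well.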
# Akt phos inh = Akt phosphorylation inhibition; Neuro2A IGF-stimulated pAkt S473 HTRF, 20 min; stronger effect = lower value; activity change, % for hits at 50 µM; 0.32% of 360,000 active; AID 651550; in the data active = activity change below about -80%; inconclusive = mostly about -51% to -80%; note: % is set by controls: 0 for no effect and ±100 for the full control effect
#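 Neuro2A cells (4,500/well, DMEM with 0.5% FBS) were treated with compound at a single 50 µM final concentration, stimulated with 6 nM IGF for 20 min at 37 °C, and lysed. Phospho-Akt Ser473 was read by HTRF as 665/615 ratio ×10^4.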
# Mm-Cpn inhibitor = M. maripaludis TRiC chaperonin inhibition | Potency, µM (highest dose often 76.9 µM), without a hit: top-dose activity, negative = inhibition, usual class: inhibitors | 0.031% of 330,000 active | purified Mm-Cpn ATPase, ADP Transcreener TR-FRET; note: potency is the fitted concentration of half-maximal effect; % is set by controls: 0 for no effect and ±100 for the full control effect; nearly all actives have a fitted effect of over 80% in size
#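 Measured: ADP formation by purified Mm-CPN. Conditions: 25 nM protein, 10 uM ATP, Tris pH 7.4 with Mg2+, K+ and DTT, 37°C for 30 min. Detection: Transcreener HTRF after 30 min at room temperature.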
# CCT chaperon mod = modulators of cytosolic chaperonin (CCT/TRiC) activity; 0.3% of 360,000 active; activity change, % (no concentration beside the values), hits read low; purified chaperonin ATPase assay, HTRF ADP detection, 30 min; AID 651819; in the data active = activity change below about -30%; note: % is set by controls: 0 for no effect and ±100 for the full control effect
#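 We incubate TRiC, 40 or 20 nM final, with library compounds at 76 uM and 10 uM ATP for 30 min at 37 °C. ADP formed is detected with Transcreener HTRF reagents after 30 min at room temperature.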
# Nrf2 ARE act = activates Nrf2 signaling; Potency, µM (doses to about 46.1 µM), for the others: top-dose activation, most hits filed as activators; AREc32 ARE-luciferase reporter (MCF7-derived line), luminescence, 24 h; 0.31% of 410,000 active; AID 624171; note: potency is the fitted concentration of half-maximal effect; % of control where 0% means no effect; nearly all actives have a fitted effect of over 65% in size
#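 Quantitative high-throughput format: AREc32 reporter cells, 1000 per well, received compound by pin transfer and were incubated 24 hr at 37 deg C, 5% CO2, before Steady-Glo luminescence detection.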
# An asterisk follows results filed as active; i = inactive; ? = inconclusive; . = no result given; & = joins results of further samples; [ ] = another dose, or the depositor's remark. Unless noted, calls come from the whole dose curve; as a rule, active = well fitted curve in the direction sought with a large enough effect; inconclusive = small, poorly fitted or top-dose-only effect, or another doubt; inactive = no such curve, though single readings can be large; an effect the other way counts as inactive or inconclusive.
SMILES,Abeta yeast res,A549 viability,Nrf2 inh,HepG2 viability,TGFb SMAD3 inh,Akt phos inh,Mm-Cpn inhibitor,CCT chaperon mod,Nrf2 ARE act
O=S(=O)(c1ccc2c(c1)OCCO2)N1C[C@@H]2C[C@H]1CN2S(=O)(=O)c1c(F)cccc1F,0%,-9%&-1%,4%&3%,-11%,?,.,1%,.,0.4%
COc1ccc(NC(=O)C2CCCN2C(=O)Oc2ccccc2)cc1 (stereo not given),-10%,-9%,-1%,15%,20%,i,2%,-2.2,0.2%
COc1ccc(-c2cn[nH]c2C)cc1,10%,-2%,-17%,1%,0%,i,0%,-3.9,-0.5%
CN(C)S(=O)(=O)c1ccc(C(=O)N2CCN=C2SCc2ccccc2)cc1,0%,0%,14%,-3%,-27%,i,3%,2.4,-0.6%
COC(=O)c1ccccc1NC(=O)N1CCN(c2ccc(OC)cc2)CC1,-12%,6%,-12%,0%,0%,i,-1%,-2.8,3.4%
Cc1ccc(C(C)NC(=O)c2ccncc2)cc1C (stereo not given),9%,8%,-11%,-64%,-5%,i,-1%,-3.1,-1.4%
Cc1c(C(=O)NC(=S)Nc2ccc(NC(=O)c3cccs3)cc2)cccc1[N+](=O)[O-],14%,-2%,.,4%,4%,i,.,-1.6,-0.1%
Cc1cc(C)cc(NC(=O)CCS(=O)(=O)c2ccc3nc(C)sc3c2)c1,-4%,11%,1%,7%,3%,.,.,.,0.5%
O=c1cc[nH]c2ccc(Cl)cc12,7%,-2%,-13%,0%,-7%,i,0%,-1.7,0.8%
COc1ccc(C(CNC(=O)CSc2ccc(Br)cc2C)N2CCOCC2)cc1 (stereo not given),25%,-2%,-8%,22%,7%,i,-3%,2.9,0.0%
Cc1noc(C)c1CSc1ccccc1C(=O)OC(C)C(N)=O (stereo not given),-4%,5%,-4%,-2%,2%,i,3%,1.1,3.2%
N#C/C(=C\c1cc(Cl)ccc1O)C(=O)NC1CCCCC1,-16%,1%,.,-1%,-1%,.,3%,0.3,0.0%
CCCCCCc1cc2cc(-c3cn4c(n3)sc3cc(OC)ccc34)c(=O)oc2cc1O,-15%,4%,.,2%,6%,.,.,.,0.5%
CC(=O)Nc1ccc(Nc2nc3ccc(Cl)cc3n3cnnc23)cc1,-5%,0%,-10%,5%,.,.,.,.,0.5%
Cc1nn(CC(=O)NC2CCCC2)c(C)c1[N+](=O)[O-],-1%,-1%,7%,-3%,-1%,i,0%,0.9,-0.7%

# Reformatted bar-delimited: entries from further up
Structure | Abeta yeast res | A549 viability | Nrf2 inh | HepG2 viability | TGFb SMAD3 inh | Akt phos inh | Mm-Cpn inhibitor | CCT chaperon mod | Nrf2 ARE act
COC(=O)c1ccccc1NC(=O)N1CCN(c2ccc(OC)cc2)CC1 | -12% | 6% | -12% | 0% | 0% | i | -1% | -2.8 | 3.4%
Cc1ccc(C(C)NC(=O)c2ccncc2)cc1C (stereo not given) | 9% | 8% | -11% | -64% | -5% | i | -1% | -3.1 | -1.4%
Cc1c(C(=O)NC(=S)Nc2ccc(NC(=O)c3cccs3)cc2)cccc1[N+](=O)[O-] | 14% | -2% | . | 4% | 4% | i | . | -1.6 | -0.1%
Cc1cc(C)cc(NC(=O)CCS(=O)(=O)c2ccc3nc(C)sc3c2)c1 | -4% | 11% | 1% | 7% | 3% | . | . | . | 0.5%

# The main list resumes, repeating the 2 entries before the break.
SMILES,Abeta yeast res,A549 viability,Nrf2 inh,HepG2 viability,TGFb SMAD3 inh,Akt phos inh,Mm-Cpn inhibitor,CCT chaperon mod,Nrf2 ARE act
CC(=O)Nc1ccc(Nc2nc3ccc(Cl)cc3n3cnnc23)cc1,-5%,0%,-10%,5%,.,.,.,.,0.5%
Cc1nn(CC(=O)NC2CCCC2)c(C)c1[N+](=O)[O-],-1%,-1%,7%,-3%,-1%,i,0%,0.9,-0.7%
O=C(COc1cccc(Oc2ccccc2)c1)Nc1ccc(SC(F)F)cc1,-9%,?,?,-32%,?,i,2%,-0.5,0.1%
CC(C)N1CC(C(=O)Nc2ccccc2)CC1=O (stereo not given),-1%,6%,4%,5%,16%,i,0%,-1.4,0.6%
Nc1ccn(CCCNC2CCN(Cc3ccccc3)CC2)c(=O)n1,4%,.,.,-8%,-7%,i,.,-1.0,-0.8%
Cc1cc(C(=O)N2CCN(c3ccc([N+](=O)[O-])cc3)CC2)n[nH]1,-7%,-2%,?,-4%,1%,i,1%,-2.1,0.0%
COc1ccc(OCC2CCNCC2)cc1,9%,10%,11%,-38%,-8%,i,3%,0.3,1.9%
COc1ccc(OC)c(CCNC(=O)c2cc3cccc4c3n2CC(C)S4)c1 (stereo not given),17%,-1%,-29%,-35%,0%,.,.,.,4.8%
c1nc(C2CCCCC2)cc2cc3c(cc12)OCO3,4%,13%,?,-16%,-28%,i,2%,-1.0,5.3%
CN1CCN(c2ccccc2NC(=O)c2ccc(N3CCCCC3)c([N+](=O)[O-])c2)CC1,-2%,-1%,9%,-23%,0%,i,2%,-4.4,-1.0%
Cc1ccc(Cl)cc1N(CC(=O)NC1CCCCC1)S(C)(=O)=O,19%,1%,-11%,4%,-20%,i,1%,0.7,0.0%
Cc1c(C(=O)NCc2cccnc2)oc2c1C(=O)CC(C)(C)C2,-14%,-14%[1.84 µM],10%,-1%,-15%,i,1%,0.0,-0.3%
O=C(Nc1ccccc1)N1CCN(c2nc3ccccc3s2)CC1,-10%,.,?,-7%,-12%,i,1%,0.6,1.9%
COc1cc(OC)cc(C(=O)NC(C(=O)N2CCc3ccccc3C2)C(C)C)c1 (stereo not given),-9%,?,3%,-2%,-15%,i,-1%,-2.6,3.9%
COc1ccc(OC)c(Cc2nnc(CCC(=O)NC3CCCCCCC3)o2)c1,6%,6%,?,9%,-2%,i,-4%,1.4,0.9%
Cc1nc(N(C)C)c2sc(=S)n(Cc3ccccc3)c2n1,1%,2%,-8%,3%,9%,i,1%,-0.3,-0.4%
O=C(O)Cc1nn(Cc2ccc(Cl)cc2)c(=O)c2ccccc12,-21%,-5%,-20%,0%,8%,i,-1%,-0.9,-0.1%
Cc1cc(C)c(NC(=O)CN2CCN3CCCC3C2)c(C)c1 (stereo not given),7%&4%,-6%,-4%&5%,-36%&-5%,-1%&-18%,i,-10%,-0.6&-2.4,0.3%&0.2%
COc1ccc(-c2onc(C)c2-c2cscn2)c(O)c1,0%,3%,?,-11%,0%,i,-9%,1.0,0.6%
Cc1ccc(-c2nn(C)c(=O)c3ccccc23)cc1S(=O)(=O)NCCCN(C)C,18%,-6%,-1%,-25%,.,.,.,.,5.6%
Cc1ccc(N2CCN(C(=O)c3cc4cc5ccc(C)cc5nc4s3)CC2C)cc1 (stereo not given),-4%,-1%,0%,-4%,?,.,.,.,0.0%
Cc1nnc(SCC(=O)c2ccccc2F)n1Cc1ccccc1,-10%,-6%,-20%,13%,-7%,i,-1%,0.2,3.6%
C[C@H](NC(N)=O)C(=O)Nc1ccc(OCc2ccccc2)cc1,4%,-6%,?,1%,5%,i,2%,-0.4,0.2%
CCC(=O)N1CCc2cc(S(=O)(=O)CCC(=O)NCc3ccc4c(c3)OCO4)ccc21,-1%,1%,0%,-2%,-2%,i,-2%,0.5,0.3%
Cc1ccc(C2=N/C(=C\c3cccs3)C(=O)N2Nc2ccccc2)cc1,-1%,-27%,.,4%,?,i,2%,-0.4,0.5%
CC(C)NC(=O)CCCOc1ccc(Cl)cc1Cl,13%,-2%,11%,-9%,-1%,i,-2%,-1.8,2.4%
Cc1ccc2sc(NC(=O)CN3C(=O)c4ccccc4C3=O)nc2c1C,-2%,0%,-1%,0%,-12%,i,1%,1.4,0.2%
CCCCn1c(SCc2nc(N)nc(Nc3ccccc3C)n2)nc2ccccc2c1=O,1%,-30%,21µM*,-17%,-11%,i,-5%,-0.7,1.6%
Fc1ccc2cnc(-c3ccccc3)c(-c3cc(C(F)(F)F)cc(C(F)(F)F)c3)c2c1,-1%,2%,13%,-37%,?,i,0%,-1.9,21%
CNC(=S)Nc1ccc(Cc2ccncc2)cc1,2%,2%,16%,0%,-1%,i,-1%,-0.6,-0.7%
COC(=O)c1cc(Br)ccc1NC(=O)Nc1ccccc1,2%,-7%,-16%,-1%,5%,i,0%,-0.7,-0.8%
